# Compound activity: PubChem, several laboratories
# PfHsp40 yeast: rescue of yeast from PfHsp40 toxicity, primary screen, S. cerevisiae, ATP luminescence | S. cerevisiae expressing PfHsp40, growth rescue | hit rate 0.68% among 340,000 | growth rescue, % at 12.5 µM | AID 504582, 2011; in the data active means growth rescue above about 28%, passing the limit was not always enough;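 further: yeast W303a lacking pdr1 and pdr3 grown in galactose medium; growth measured after three days at 30 °C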
# BH1578 lux ind: inducers of Vibrio cholerae quorum light production without autoinducers, primary screen, BH1578 luxS cqsA deficient, single point. V. cholerae BH1578 lux reporter, luminescence, 6 h. activation, % at 18.7 µM. hit rate 0.16% among 350,000. AID 588436, 2011; in the data active means activation mostly above about 9.7%, no sharp cut-off; further: not every result past the cut was called active; inactives centre near 0; reference of the scale not given here
# SARS 3CLpro inh: SARS-CoV 3CLpro protease inhibitors, primary screen, biochemical, quenched FRET. Replicase polyprotein 1ab (Severe acute respiratory syndrome coronavirus), P0C6X7. recombinant SARS-CoV 3CLpro, quenched FRET peptide cleavage. inhibition, % at 6 µM. hit rate 0.14% among 290,000; in the data active means inhibition above about 12%
# PriA SSB inh: inhibitors of Klebsiella pneumoniae PriA binding to SSB C-terminal tail, primary screen, biochemical, AlphaScreen; AlphaScreen SSBct-PriA binding, biotinylated peptide; inhibition, % at 33 µM; PriA–SSB C-terminal tail interaction (Klebsiella pneumoniae); hit rate 0.6% among 430,000; in the data active means inhibition mostly above about 37%, no sharp cut-off; inactive means mostly below about 20%;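 further: plate controls were negative control peptide for no effect and reference peptide for full effect; strong numbers were not always called active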
# Y pestis TopoI: Yersinia pestis topoisomerase I inhibitors, primary screen, biochemical, cleavage product accumulation, plate reader, single point; DNA topoisomerase I (Yersinia pestis CO92); Y. pestis Topo-I cleavage product accumulation; activity, % at 10 µM; hit rate 0.064% among 360,000; AID 504884, 2011; in the data active means activity above about 50%, passing the limit was not always enough; further: inactives centre near 2
# BoNT A protease: BoNT/A light chain protease inhibitors, primary screen, biochemical, flow cytometry, MLPCN library; Botulinum neurotoxin type A light chain protease (Clostridium botulinum A str. ATCC 3502); multiplex microsphere protease substrate cleavage; inhibition, % at 10 µM; hit rate 0.17% among 360,000; AID 588499, 2011; further: plate controls were buffer without enzyme for full effect and enzyme alone for no effect
# PrPC TRFRET: inhibitors of human cell surface prion protein PrPC, primary screen, cell-based, TR-FRET; Major prion protein (Homo sapiens), P04156; TR-FRET read-out; inhibition, % at 13.8 µM; hit rate 0.43% among 370,000; AID 720596, 2013; in the data active means inhibition above about 24%; further: 0% = median of the test wells and 100% = reference compound wells
# TcdB GH inh: TcdB glycohydrolase inhibitors, primary screen, biochemical, single point, plate reader | Toxin B (Clostridioides difficile), P18177 | TcdB glycohydrolase enzymatic assay | inhibition, % at 9.99 µM | hit rate 0.24% among 350,000 | AID 652162, 2013; in the data active means inhibition above about 10%
# Anthrax LF inh2: Bacillus anthracis LF protease inhibitors, primary screen, biochemical, multiplex microsphere, MLPCN library. multiplex microsphere protease cleavage assay. inhibition, % at 10 µM. hit rate 0.12% among 360,000; further: plate controls were buffer without enzyme for full effect and enzyme alone for no effect
# Target sequence (P15917 whole entry, looked up): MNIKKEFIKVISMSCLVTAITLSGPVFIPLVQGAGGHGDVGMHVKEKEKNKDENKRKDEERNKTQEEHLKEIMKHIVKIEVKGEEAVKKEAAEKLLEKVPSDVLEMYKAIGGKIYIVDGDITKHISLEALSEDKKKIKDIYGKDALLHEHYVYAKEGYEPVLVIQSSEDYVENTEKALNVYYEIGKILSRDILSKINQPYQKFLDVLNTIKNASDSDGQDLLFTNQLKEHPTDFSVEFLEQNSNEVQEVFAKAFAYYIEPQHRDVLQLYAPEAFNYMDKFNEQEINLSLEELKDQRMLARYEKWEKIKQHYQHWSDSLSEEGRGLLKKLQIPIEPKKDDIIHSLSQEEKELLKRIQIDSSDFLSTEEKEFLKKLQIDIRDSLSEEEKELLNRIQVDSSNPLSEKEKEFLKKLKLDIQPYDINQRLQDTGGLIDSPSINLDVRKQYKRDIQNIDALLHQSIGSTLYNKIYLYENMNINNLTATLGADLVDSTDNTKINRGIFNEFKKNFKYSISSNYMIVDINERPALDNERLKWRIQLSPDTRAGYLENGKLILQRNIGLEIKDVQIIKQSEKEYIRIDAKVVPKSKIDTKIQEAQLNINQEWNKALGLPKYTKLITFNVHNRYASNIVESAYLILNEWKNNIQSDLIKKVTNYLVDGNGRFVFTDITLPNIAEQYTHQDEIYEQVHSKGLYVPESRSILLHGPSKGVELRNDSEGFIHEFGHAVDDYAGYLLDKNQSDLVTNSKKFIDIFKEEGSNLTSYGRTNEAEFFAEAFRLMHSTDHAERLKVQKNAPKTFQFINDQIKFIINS
# Active calls of the source: *; i = inactive; . = no result given; & = joins results of further samples. Unless noted, no stated cut-off is given here; in the data, active means inhibition above about 30%; inconclusive means no clear call, values can overlap the other calls; inactive means below that.
# Each structure is followed by: PfHsp40 yeast	BH1578 lux ind	SARS 3CLpro inh	PriA SSB inh	Y pestis TopoI	BoNT A protease	PrPC TRFRET	TcdB GH inh	Anthrax LF inh2
Cc1cccc(NC(=O)c2cnc3sccn3c2=O)n1
→ 0.7	-0.2	-3	-16	0	-0.6	-1	1.2	-3
Nc1nc(NCCCN2CCOCC2)nc(Nc2ccc(Cl)cc2)c1[N+](=O)[O-]
→ .	i	-1	-5	3	-0.8	-9	-0.2	-1
Cc1ccc(CN2CCN(/N=C/c3cc(Br)ccc3O)CC2)cc1
→ 1.5	i	3	.	0	-1.2	-5	.	-4
CCOC(=O)N1CCC(c2cc(=O)n3[nH]ccc3n2)CC1
→ -0.8	-0.2	-2	-10	2	-0.7	-2	0.1	7
O=c1c2ccccc2nc(/C=C/c2ccccc2F)n1-c1ccccc1O
→ 4.6	-0.6	0	1	1	2.8	4	5.8	9
Cc1noc(NS(=O)(=O)c2ccc(NC(=O)CCCOc3ccc(Cl)cc3Cl)cc2)c1C
→ 0.7	0.4	1	5	16	0.9	5	-1.4	1
C=CCNC(=O)C1CCCN(S(C)(=O)=O)C1 (stereo unspecified)
→ -0.5	i	-4	-15	3	0.0	-3	0.3	-8
CCOC(=O)CNC(c1ccccc1)c1cc(Br)ccc1NC(=O)OCC (stereo unspecified)
→ 1.3	i	-2	-27	-1	-0.7	-4	.	-5
Cc1ccc(S(=O)(=O)N2CCC(=O)N(C(COCc3ccccc3)Cc3ccccc3)CC2)cc1 (stereo unspecified)
→ 0.4	i	-4	-25	-3	-0.4	-3	1.5	-13
O=C(Nc1cccc(-c2nc3ccccc3o2)c1)c1ccc(N2C(=O)C3C4C=CC(C4)C3C2=O)cc1 (stereo unspecified)
→ 0.3	i	1	3	-2	-0.3	-17	.	-5
C=CCN(c1ccccc1)S(=O)(=O)c1cccc(C(=O)Nc2ncccc2C)c1
→ -1.2	-3.7	.	-6	6	-3.8	5	0.6	4
c1ccc(-c2csc3ncnc(N4CCc5ccccc5C4)c23)cc1
→ -0.6	2.4	4	-4	47	-1.1	5	1.3	4
CC1(C)Cc2ccccc2C2CC(O)C(=O)N21 (stereo unspecified)
→ -1.4	i	-2	7	-1	-0.2	-2	.	2
N=C1C(c2nc3ccccc3s2)=C(O)CN1c1ccccc1
→ 0.1	-0.2	3	-9	0	0.5	0	1.9	1
Nc1nc(N)nc(Cc2ccccc2O)n1
→ -2.4	-0.4	.	1	-2	-0.2	-3	-1.9	-2
N#Cc1ccc(COC(=O)CSc2nnc(N)s2)cc1
→ -1.6	0.8	0	4	1	0.5	-3	0.1	1
CSCCC(NC(=O)c1ccco1)C(=O)NCc1ccc(F)cc1 (stereo unspecified)
→ -0.5	-0.4	-2	-19	-14	0.1	-5	.	7
CCCc1cc(=O)[nH]c(SCC(=O)N2CCC(C)CC2)n1
→ -2.5	i	0	-19	2	0.1	.	.	2
CC1=CC(C)(C)N2C(=O)C3(C(C#N)=C(N)OC4=C3C(=O)CC(C)(C)C4)c3cc(C)cc1c32 (stereo unspecified)
→ 0.2	i	8	-3	12	-1.8	-8	.	-5
CCCCC(=O)Nc1ccc(C(=O)NNC(=O)CCc2ccccc2)cc1
→ 0.1	-0.5	3	-4	-2	0.6	-1	1.7	-1
CC(=O)N(CC(=O)N(CC(=O)O)c1ccc(Cl)cc1)c1ccc(Cl)cc1
→ -0.6	2.0	.	-15	13	-0.3	-1	6.0	4
CCOc1cc(/C=C/C(=O)c2ccc(O)cc2)ccc1OCC(=O)N(C)C
→ 0.6	-0.4	2	-24	2	-0.6	-1	.	-4
Cc1cccc(-c2cc3nc(C)cc(NCCCN(C)C)n3n2)c1
→ -0.9	i	2	-1	-2	-0.5	-6	.	-10
C/C(Cn1nnc([N+](=O)[O-])n1)=N\NC(=O)c1ccc(O)cc1O
→ -0.5	-0.2	-1	.	0	0.5	-27	-2.7	0
COc1cccc(C(O)Cc2nc3ccccc3n2C)c1OC (stereo unspecified)
→ 0.4	-0.9	5	-9	4	0.1	-5	.	-2
O=C1[C@H]2[C@@H](c3ccccc3)N[C@]3(CCCN(Cc4ccc(F)cc4)C3=O)[C@H]2C(=O)N1Cc1ccccc1
→ .	-0.3	.	.	24	-0.5	-1	0.7	-2
CC1CCC(NC(=O)c2cc(S(=O)(=O)N3CCCCC3)c[nH]2)CC1 (stereo unspecified)
→ -0.5	-0.3	-2	-7	9	-0.9	0	0.9	-16
O=C(O)c1cc2c(cc1NC(=O)c1c(F)cccc1F)OCCCO2
→ -0.3	-0.3	-5	-15	-15	-0.8	-2	0.1	-1
COc1ccc(CCNC(=O)COC(=O)Cn2cnc3c2c(=O)n(C)c(=O)n3C)cc1
→ -0.2	0.5	.	1	-4	0.4	7	1.7	-2
O=C(Cc1cccs1)N1CCN(S(=O)(=O)c2cc(Cl)ccc2Cl)CC1
→ 0.2	-0.3	.	-9	2	0.0	7	0.8	0

# One compound at a time, from the list above:
# CC(=O)N(CC(=O)N(CC(=O)O)c1ccc(Cl)cc1)c1ccc(Cl)cc1 in the list: PfHsp40 yeast = -0.6; BH1578 lux ind = 2.0; SARS 3CLpro inh = .; PriA SSB inh = -15; Y pestis TopoI = 13; BoNT A protease = -0.3; PrPC TRFRET = -1; TcdB GH inh = 6.0; Anthrax LF inh2 = 4
# Nc1nc(N)nc(Cc2ccccc2O)n1 in the list: PfHsp40 yeast = -2.4; BH1578 lux ind = -0.4; SARS 3CLpro inh = .; PriA SSB inh = 1; Y pestis TopoI = -2; BoNT A protease = -0.2; PrPC TRFRET = -3; TcdB GH inh = -1.9; Anthrax LF inh2 = -2

# More results
# Each structure is followed by: PfHsp40 yeast	BH1578 lux ind	SARS 3CLpro inh	PriA SSB inh	Y pestis TopoI	BoNT A protease	PrPC TRFRET	TcdB GH inh	Anthrax LF inh2
CNCc1ccccc1OCC(=O)Nc1ccccc1
→ -1.4	-4.2	6	4	4	0.1	-1	.	-1
COc1ccc(CN(CC(=O)NCc2ccc(F)cc2)C(=O)c2csnn2)cc1
→ 0.2	i	0	1	5	2.4	1	0.7	7
COc1cc(/C=C(/C#N)c2nc3ccccc3[nH]2)ccc1OCc1ccc(C(=O)O)o1
→ 0.1	-12	4	-8	9	-0.1	-10	0.8	-5
CCN(c1cc(C)cc(C)c1)S(=O)(=O)c1nnc(NC(=O)C(C)C)s1
→ 1.4	i	6	-3	-2	-3.4	8	1.3	-1
Cc1ccc(-c2nc3ccccn3c2NC(=O)c2ccco2)cc1
→ -1.9	-6.9	-7	1	10	-3.1	-7	0.5	-8
COc1ccc(OC)c(NC(=O)C2C3CCC(C3=C(C)C)C2C(=O)O)c1 (stereo unspecified)
→ 0.6	i	0	5	-1	1.8	6	.	-16
CC(=O)NCCC(=O)Nc1ccc(F)cc1C
→ 0.9	4.2	1	-8	0	0.3	-6	.	0
CC(c1ccc(F)cc1)n1c(Cn2ncc3ccccc3c2=O)n[nH]c1=S (stereo unspecified)
→ -1.7	-0.1	3	-9	6	-0.2	-2	0.3	2
O=C(Nc1ccccc1C(=O)NCc1ccco1)NC1CCCCC1
→ 1.1	i	0	-18	-10	-0.3	-6	.	0
COc1cc(NC(=O)COC(=O)CCOc2ccc(C)cc2)cc(OC)c1
→ 6.1	i	0	-9	16	13	-3	-0.5	4
CN1CCc2c(sc3c2C(=O)NC(c2ccc4c(c2)OCO4)N3)C1 (stereo unspecified)
→ 0.2	i	.	2	1	-0.2	-4	-4.7	-15
Cn1c(=O)c2c(ncn2CC(=O)N/N=C/C(Br)=C/c2ccccc2)n(C)c1=O
→ 0.8	i	1	.	29	-0.5	-5	.	-4
Cc1cc2n(n1)C(c1sccc1C)Nc1c(C)cccc1-2 (stereo unspecified)
→ -0.8	i	4	-18	0	0.8	-6	.	0
O=C(NC1=NCCS1)Nc1ccccc1
→ -0.4	-2.9	-2	1	1	-0.4	1	.	0
O=C(Nc1nc2c(s1)CCCC2)c1cccc(S(=O)(=O)N2CCCc3ccccc32)c1
→ -0.9	-0.2	-2	-3	-5	0.5	0	1.2	0
O=C(COC(=O)CCc1ccc(S(=O)(=O)N2CCOCC2)cc1)Nc1ccccc1[N+](=O)[O-]
→ 0.3	i	.	5	24	-0.6	-19	0.6	1
O=S(=O)(Nc1ncccn1)c1ccc(F)cc1
→ -0.5	i	-5	-7	2	.	0	0.3	.
Cn1ccnc1C(=O)c1cc(SCC(=O)N2CCOCC2)nc2ccccc12
→ 0.2	-1.4	2	3	3	-0.9	-1	2.3	-8
COc1ccc(C(=O)C(CCC(CNC(C)(C)C)C(=O)c2ccc(OC)cc2)CNC(C)(C)C)cc1 (stereo unspecified)
→ 1.1	i	-1	13	-6	0.4	1	.	-2
CSc1nsc(SCC(=O)N2CCN(c3ccccc3)CC2)n1
→ 0.4	-1.6	-3	3	-2	-0.4	5	.	-1
CC1CN(C(=O)c2cccc(S(=O)(=O)NCc3ccccc3)c2)CC(C)O1 (stereo unspecified)
→ -0.2	-1.2	.	-5	6	-1.5	2	-2.8	-9
Cc1nn(CCCC(=O)NCCc2ccc(Cl)cc2)c(=O)c2nn(-c3ccccc3)c(C)c12
→ 0.7	-0.3	0	-1	11	1.7	1	0.5	1
COc1cc(NC(=O)c2ccc(-c3cccc([N+](=O)[O-])c3)o2)ccc1NC(=O)C(C)C
→ -0.8	.	-12	-11	-3	1.0	-9	-1.1	3
COc1cccc(CN2CCNC(=O)C2CC(=O)N(C)C2CCCCC2)c1 (stereo unspecified)
→ 0.5	i	0	10	-1	0.1	-4	1.6	-1
CCOC(=O)N1CCN(C(=O)Nc2ccccc2)CC1
→ -0.2	2.8	9	-6	3	-0.4	5	0.4	-2
CCOC(=O)c1c(C)[nH]c(C(=O)OCC(=O)Nc2cc(Cl)ccc2OC)c1C
→ -2.6	i	-10	-27	2	-2.6	-5	.	-5
O=C(Cc1cccc(NC(=O)C2CCN(C(=O)C3CCCCC3)CC2)c1)Nc1cccc(C(=O)N2CCOCC2)c1
→ 0.9	i	.	-20	18	-0.6	-4	0.3	-3
O=C(O)c1nc(-c2ccccc2)n(-c2cccc(C(F)(F)F)c2)n1
→ -1.6	-0.3	3	2	0	-0.6	3	-0.4	-5
Cc1ccc(S(=O)(=O)Nc2ccc(-c3cn4ccc(C)cc4n3)cc2)cc1
→ 1.8	-0.8	-3	5	3	0.2	13	-3.7	-1
Cn1nc(C(=O)NCC2CCCO2)c2ccccc2c1=O (stereo unspecified)
→ 0.8	i	-4	1	-6	0.0	-4	.	2
CCn1c(SCC(=O)N2CCN(C(=O)c3ccco3)CC2)nnc1C(C)C
→ 0.4	-1.2	-1	-10	9	0.4	-7	1.1	-1
O=C(O)c1ccccc1NC(=S)NC(NC(=O)c1ccccc1[N+](=O)[O-])C(Cl)(Cl)Cl (stereo unspecified)
→ 0.5	i	-5	7&-16	-4	-0.4	-4	.	0
COc1ccc(N2C(=O)NC3CC2(C)Oc2ccccc23)cc1OC (stereo unspecified)
→ 0.3	3.3	0	-8	0	-0.8	6	.	-3
CCOC(=O)N1CCC(NC(=O)C(NS(=O)(=O)c2ccc3c(c2)CCN3C(C)=O)C(C)C)CC1 (stereo unspecified)
→ 0.6	-1.3	-1	1	-3	-1.2	1	.	-2
O=C(CCC1CCCN(C(=O)c2ccoc2)C1)NCc1ccccc1F (stereo unspecified)
→ -0.7	-0.4	2	0	2	-0.3	4	-0.4	0
O=C(c1ccc(N2C(=O)CCC2=O)cc1)N1CCOCC1
→ 0.2	i	0	-4	-10	-0.6	2	.	9

# An excerpt (hit frequency here may not be typical).
